Screening results (PubChem BioAssay)
hERG rescue: shields human hERG channel from block by proarrhythmic agents; Q12809; CHO-hERG, FluxOR thallium flux, dofetilide IC70 present; activation (rescue from dofetilide block), less the hit threshold, % at 10 µM; 0.51% of 310,000 active;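 active means activation above the mean of controls blocked by dofetilide plus 5 SD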;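 further: thallium influx through hERG after potassium depolarization seen as dye fluorescence rise; in these data hits start at about 4.7%; inactives centre near -7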
RGS4 inh: inhibitors of human RGS4; AID 463165; B-score at 10 µM; P49798; HEK293 M3R/RGS4 inducible, Fluo-4 calcium flux; hits give high values; triggered by carbachol at its EC20; 0.45% of 310,000 active;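 active means B-score, a plate-corrected calcium signal, over three deviations above library mean, with baseline fluorescence within five deviations of library mean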;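 further: RGS4 expression induced by doxycycline in cells with stable M3 receptor; B-score is computed from the integrated fluorescence ratio over baseline after carbachol; higher B-score means a larger calcium signal and so more RGS4 inhibition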
Target sequence (P49798 whole entry, looked up): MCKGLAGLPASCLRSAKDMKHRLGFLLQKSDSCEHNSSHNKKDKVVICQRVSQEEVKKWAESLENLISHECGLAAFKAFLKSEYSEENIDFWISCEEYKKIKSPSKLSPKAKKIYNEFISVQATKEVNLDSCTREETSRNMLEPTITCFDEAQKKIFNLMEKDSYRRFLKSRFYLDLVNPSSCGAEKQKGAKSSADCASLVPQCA
KCNK3 block: human KCNK3 channel inhibition, primary screen; O14649; CHO-KCNK3 thallium flux, FluxOR fluorescence; hits give low values; B-score at 10 µM; 0.84% of 340,000 active; AID 602410;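 active means B-score under library mean minus 4 SD, starting fluorescence ratio at most library mean plus 5 SD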;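 further: more negative B-score means stronger inhibition of thallium flux through KCNK3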
Target sequence (O14649 whole entry, looked up): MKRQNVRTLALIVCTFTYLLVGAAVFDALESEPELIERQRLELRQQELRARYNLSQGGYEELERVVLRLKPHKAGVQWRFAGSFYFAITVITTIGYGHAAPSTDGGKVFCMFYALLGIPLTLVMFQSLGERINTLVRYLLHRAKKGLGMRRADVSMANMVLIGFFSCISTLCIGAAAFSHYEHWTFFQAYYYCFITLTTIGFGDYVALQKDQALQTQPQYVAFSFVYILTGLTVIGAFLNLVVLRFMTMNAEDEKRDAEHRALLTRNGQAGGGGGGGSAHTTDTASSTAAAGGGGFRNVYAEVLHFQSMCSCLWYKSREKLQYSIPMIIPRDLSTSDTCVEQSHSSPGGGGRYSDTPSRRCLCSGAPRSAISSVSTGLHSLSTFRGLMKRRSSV
KCNK9 block: human KCNK9 channel inhibition | Q9NPC2 | HEK293 KCNK9, FluxOR thallium flux fluorescence; hits give low values | 1.2% of 310,000 active | B-score at 10 µM;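 active means ratio B-score over 3 SD below the library mean, with starting fluorescence within 5 SD of its mean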;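 further: negative B-score means less thallium flux so channel inhibition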
MrgX1 ag: activates human MrgX1 receptor signaling; MrgX1-HEK293 cells, Fluo-4 calcium fluorescence, agonist mode; hits give high values; 0.44% of 310,000 active; B-score at 10 µM; Q96LB2;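 active means calcium response B-score plate-corrected fluorescence ratio at least 3 library SD, with starting fluorescence B-score inside 5 SD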
Target sequence (Q96LB2 whole entry, looked up): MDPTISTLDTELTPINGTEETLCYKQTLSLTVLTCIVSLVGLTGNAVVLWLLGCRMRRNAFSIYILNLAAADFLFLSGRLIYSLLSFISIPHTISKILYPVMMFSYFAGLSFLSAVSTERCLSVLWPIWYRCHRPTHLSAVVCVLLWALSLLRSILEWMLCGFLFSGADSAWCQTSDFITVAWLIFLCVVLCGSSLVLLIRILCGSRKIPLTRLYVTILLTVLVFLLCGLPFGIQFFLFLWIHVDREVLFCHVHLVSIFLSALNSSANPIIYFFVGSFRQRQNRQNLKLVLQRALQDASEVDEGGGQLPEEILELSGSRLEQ
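System: HEK293 cells stably expressing human MrgX1 receptor; Dosing: test compound in the initial addition of three; Schedule: overnight plating, then 30 min 37 °C plus 30 min room-temperature dye loading; Detection: kinetic calcium dye fluorescence, Fluo-4 NW; Controls: per-plate positive and negative controls for Z′ factor.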
RGS4 act: potentiators or activators of RGS4; 0.92% of 310,000 active; HEK293 M3R/inducible RGS4, carbachol calcium flux Fluo4; hits give low values; AID 463111; B-score at 10 µM;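 active means B-score of the integrated calcium signal more than 4 SD below the library mean, with starting fluorescence not abnormally high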;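 further: negative B-score means reduced calcium response which marks RGS4 activation or potentiation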
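Assay system: Inducible-RGS4 HEK293 cells carrying M3 receptor | Schedule: Compound preincubation 20 min at room temperature before agonist | Signal: Kinetic calcium fluorescence imaging with Fluo4-AM dye, 2 µM | Read-out basis: B score from integrated fluorescence ratio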
MrgX1 allo act: human MrgX1 positive allosteric modulation, primary screen; Q96LB2; MrgX1-HEK293, Fluo-4 calcium flux, FDSS; hits give high values; B-score at 10 µM; 0.63% of 310,000 active;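 active means plate-corrected calcium response at least 3 library SD above typical, normal starting fluorescence, not activating the receptor alone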;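 further: compound read alongside a low EC10 to EC30 dose of BAM8-22 agonist; peak minus trough fluorescence over baseline measured at the second addition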
KCNQ1 block: blocks the human KCNQ1 potassium channel. P51787. CHO-K1 KCNQ1, FluxOR thallium flux fluorescence; hits give high values. B-score at 10 µM. 1.3% of 310,000 active;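 active means compounds whose thallium flux B-score, printed positive for inhibition, exceeds three library SD while starting fluorescence stays within three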;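 further: channel opened by potassium depolarization with thallium stimulus after 20 min compound exposure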
ANO1 block: mouse TMEM16A channel inhibition, primary screen; Q8BHY3; HEK293 TMEM16A/YFP iodide influx fluorescence, ionomycin; normalized B-score (activity score, 25-100; higher = stronger inhibition) at 10 µM; 1.2% of 310,000 active; AID 588511;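 active means ratio plate-corrected score three or more library SD toward inhibition, starting fluorescence score within five deviations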;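 further: score derived from kinetic fluorescence span divided by baseline fluorescence per well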
KCNQ1 pot: potentiators or activators of human KCNQ1 potassium channel. 0.35% of 310,000 active. B-score at 10 µM. P51787. CHO-K1 KCNQ1, thallium flux FluxOR fluorescence; hits give high values;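 active means fluorescence ratio B-score, a plate-corrected score, at least three library SD, with initial intensity B-score within 5 SD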
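Test system: CHO-K1 cells stably expressing KCNQ1 / Medium: assay buffer / Also added: depolarizing K+/Tl+ stimulus, K2SO4 and Tl2SO4 each 12.5 mM in 5x stock / Incubation: 90 min dye loading and 20 min compound exposure, both at room temperature / Signal: thallium influx via FluxOR fluorescence, kinetic imaging / Evaluation: B score of baseline-normalized fluorescence ratio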
ANO1 activ: activators or potentiators of mouse TMEM16A chloride channel. HEK293 TMEM16A/YFP-H148Q/I152L, iodide quench fluorescence; hits give low values. B-score at 10 µM. 0.3% of 340,000 active. AID 623877;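 active means fluorescence-ratio B-score plate-corrected deviation score at least 3 library SD below zero, with starting fluorescence score within 5 deviations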;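 further: channel opened by trigger with iodide after compound preincubation; score built on the fluorescence ratio of max minus min over baseline; more negative score means more quench and so TMEM16A activation or potentiation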
* = called active by the depositor; i = inactive; . = not tested or not shown.

No.	smiles	hERG rescue	RGS4 inh	KCNK3 block	KCNK9 block	MrgX1 ag	RGS4 act	MrgX1 allo act	KCNQ1 block	ANO1 block	KCNQ1 pot	ANO1 activ
1	CN(N=Nc1ccc([N+](=O)[O-])cc1)c1ccccc1	-11	i	i	i	i	i	i	i	i	i	i
2	N/C(CN1CCSCC1)=N\OCc1c(F)cccc1Cl	-8	i	i	i	i	i	i	i	i	i	i
3	CCOc1ccc(N2CC(C(=O)NCCc3ccccc3)CC2=O)cc1 (centres undefined)	-9	i	i	i	i	i	i	i	i	i	i
4	CC(CC(=O)c1cccs1)CC(=O)c1cccs1	-9	i	i	i	i	i	i	i	i	i	i
5	Cc1nc(NCCc2ccc(O)cc2)c2nnn(Cc3ccccc3)c2n1	9.1*	i	i	i	i	i	i	i	i	i	i
6	Nc1nnc(SCc2ccccc2F)n1-c1ccccc1	-2	i	i	i	i	i	i	i	i	i	i
7	CCc1nn(CC(=O)N2CCC(C)CC2)c(=O)c2cccn12	-9	i	i	i	i	i	i	i	i	i	i
8	Oc1[nH]c2ccccc2c1N=NC(=S)NCCc1ccccc1	2	i	i	i	i	i	i	i	i	i	i
9	Cc1nc(N)c(Br)c(C)c1Br	-2	i	i	i	i	i	i	i	i	i	i
10	Cc1cc(F)ccc1NC(=O)C1CSC2(C)CCC(=O)N12 (centres undefined)	-8	i	i	i	i	i	i	i	i	i	i
11	COC(=O)c1[nH]c2ccccc2c1NC(=O)CN1CCCc2ccccc21	-7	i	i	i	i	i	i	i	i	i	i
12	O=C1COc2cc(S(=O)(=O)CCC(=O)N3CCCCC3)c(Cl)cc2N1	-10	i	i	i	i	i	i	i	i	i	i
13	COc1ccc(N2CCN(C(=O)CCSCc3ccccc3F)CC2)cc1	-3	i	i	i	i	i	i	i	i	i	i
14	O=C(NCC1CC1)[C@]1(C(F)(F)F)C[C@H](CCC2CCCCC2)CCCO1	-14	i	i	i	i	i	i	i	i	i	i
15	CCCn1c(N2CCN(C)CC2)nc2c1c(=O)[nH]c(=O)n2C	-5	i	i	i	i	i	i	i	i	i	i
16	O=C(Nc1ccccc1F)c1cc2nc(C(F)F)cc(C(F)F)n2n1	-12	i	i	i	i	i	i	i	i	i	i
17	Cc1nn2c(NCCOCCO)c3c(nc2c1-c1ccccc1)CCCC3	-9	i	i	i	i	i	i	i	i	i	i
18	Cc1ccc(Cl)cc1N1CCN(C(=O)c2noc(C(C)C)c2[N+](=O)[O-])CC1	-8	i	i	i	i	i	i	i	i	i	i
19	COc1cccc2c1O/C(=N\O)C(C(=O)Nc1cccc(Br)c1)C2 (centres undefined)	-7	i	i	i	i	i	i	i	i	i	i
20	O=S(=O)(c1ccc(Cl)cc1)N1CCN=C1SCc1ccc(Cl)c(Cl)c1	-11	i	i	i	i	i	i	i	i	i	i
21	Cc1cc(NS(=O)(=O)c2ccc(NC(=O)/C=C/c3ccccc3)cc2)no1	-11	i	i	i	i	i	i	i	i	i	i
22	Cc1ccc(NC(=O)CCCN2C(=O)/C(=C/C=C/c3ccccc3)SC2=S)cc1	-2	i	i	i	i	i	i	i	i	i	i
23	Cc1nc2sc(C(c3ccccc3)N3CCN(c4ccccc4F)CC3)c(O)n2n1 (centres undefined)	-2	i	i	i	i	i	i	i	i	i	i
24	COc1ccc(CC(=O)Nc2ccc(OC(C)=O)cc2C(=O)O)cc1	-6	i	i	i	i	i	i	i	i	i	i
25	CCOC(=O)C1CCN(S(=O)(=O)c2ccc3c(c2)N(C)C(=O)CC(=O)N3C)CC1	-6	i	i	i	i	i	i	i	i	i	i
26	Cc1cc(=O)oc2c(C)c(OCC(=O)NCCCN3CCCC3=O)ccc12	-11	i	i	i	i	i	i	i	i	i	i
27	CCC(CC)C(=O)Nc1nnc(S(=O)(=O)Nc2ccc(OC)cc2)s1	-8	i	i	i	i	i	i	i	i	i	i
28	CCC1CCCCN1Cc1ccc(CNS(=O)(=O)c2ccc3c(c2)oc(=O)n3C)o1 (centres undefined)	-16	i	i	i	i	i	i	i	i	i	i
29	COc1ccc(CCN(C)Cc2nc(-c3cnccn3)no2)cc1OC	-6	i	i	i	i	i	i	i	i	i	i
30	CCCc1cc(C(=O)OCC(=O)N(CCC)c2c(N)n(Cc3ccccc3)c(=O)[nH]c2=O)sc1C	-15	i	i	i	i	i	i	i	i	i	i
31	COc1ccccc1C(=O)NC(=O)COC(=O)CNC(=O)c1ccccc1	-13	i	i	i	i	i	i	i	i	i	i
32	CSc1ccccc1NC(=O)CO/N=C(\C)c1cc2ccccc2o1	-7	i	i	i	i	i	i	i	25*	i	i
33	N/C(=N/O)c1cccn1Cc1ccccc1[N+](=O)[O-]	-1	i	i	i	i	i	i	i	i	i	i
34	Cc1ccc(NC(=O)COC(=O)COc2cccc3c2OC(C)(C)C3)cc1C	-5	i	i	i	i	i	i	i	i	i	i
35	Cc1ccc(NC(=O)CCn2cnc3ccccc3c2=O)cc1Cl	-3	i	i	i	i	i	i	i	i	i	i
36	CC1CCN(CCCNC(=O)C2CCC(CNS(=O)(=O)c3ccccc3)CC2)CC1 (centres undefined)	-6	i	i	i	i	i	i	i	i	i	i
37	Cc1ccccc1SC1CCN(C(=O)C2CCC(=O)N(C3CC3)C2)CC1 (centres undefined)	-10	i	i	i	i	i	i	i	i	i	i
38	N#Cc1c(NC(=S)NC(=O)C2CCCC2)sc2c1CCCCC2	-13	i	i	i	i	i	i	i	i	i	i
39	CCC(CC)NC(=O)Cc1ccccc1OC	-3	i	i	i	i	i	i	i	i	i	i
40	COc1ccc(OC)c2[nH]c(=O)c(CCNS(=O)(=O)c3ccc(F)cc3)cc12	-5	i	i	i	i	i	i	i	i	i	i
41	C/C(=N\N=C(c1ccccc1)c1ccccc1)c1ccco1	-15	i	i	i	i	i	i	7*	i	i	i
42	CCOc1ccccc1N1CCN(CC(O)COc2ccc3c(C)cc(=O)oc3c2)CC1 (centres undefined)	-9	i	i	i	i	i	i	i	i	i	i
43	CC(NC(=O)CN(c1ccccc1F)S(C)(=O)=O)c1ccccc1 (centres undefined)	-2	i	i	i	i	i	i	i	i	i	i
44	COc1ccc(CN(C(=O)c2ccc(C)cc2)C2CCS(=O)(=O)C2)cc1 (centres undefined)	-7	i	i	i	i	i	i	i	i	i	i
45	O=C(CO/N=C1\CCCc2nonc21)Nc1ccc(Br)cc1	-2	i	i	i	i	i	i	i	i	i	i
46	Cc1nn(-c2ccccc2)c(Cl)c1C(=O)NCC(C)C	-2	i	i	i	i	i	i	i	i	i	i
47	CCOC(=O)CSc1nnc(CNC(=O)c2ccc(OC)cc2OC)n1-c1ccc(OC)cc1	.	.	i	.	i	.	i	.	i	.	i
48	O=C(Nc1ncccc1Cl)c1cccc(F)c1	-9	i	i	i	i	i	i	i	i	i	i
49	O=C(O)c1ccccc1SSc1ccccc1C(=O)O	-7	i	i	i	i	i	i	i	i	i	i
50	CN(c1cccc(NC(=O)CN2C(=O)c3ccccc3S2(=O)=O)c1)S(C)(=O)=O	-10	i	i	i	i	i	i	i	i	i	i
51	COc1ccc2cc3cc(C(=O)N4CCCCCC4)oc3nc2c1	-4	i	i	i	i	i	i	i	i	i	i
52	Cc1nc2cc(C(=O)O)ccc2s1	-10	i	i	i	i	i	i	i	i	i	i
53	CC(C)Cn1c(-c2cccnc2)nc2c1c(=O)[nH]c(=O)n2CC(C)C	0	i	i	i	i	i	i	i	i	i	i
54	Cc1cccc(NC(=O)c2cc(S(=O)(=O)N3CCCCC3)c[nH]2)c1C	-5	i	i	i	i	i	i	i	i	i	i
55	COc1cccc2sc(NNC(=O)C3=COCCO3)nc12	-5	i	i	i	i	i	i	i	i	i	i
56	CC(C)(C)CC(=O)Nc1ccccc1N1CCN(c2ccc(F)cc2)CC1	-6	i	-9*	-12*	i	i	i	i	i	i	i
57	Cc1ccc(CSC2=NCCN2C(=O)C2CC2)cc1	-8	i	i	i	i	i	i	i	i	i	i
58	C(=N\n1cnnc1)/c1ccc(-c2ccccc2)cc1	-6	i	i	i	i	i	i	i	i	i	i
59	Nc1nonc1C(=O)NCCNC(=O)c1ccccc1F	-6	i	i	i	i	i	i	i	i	i	i
60	NC(=O)CC(NC(=O)c1ccccc1)c1ccc(NC2CCN(Cc3ccccc3)CC2)c([N+](=O)[O-])c1 (centres undefined)	-11	i	i	i	i	i	i	i	i	i	i

(more compounds)
No.	smiles	hERG rescue	RGS4 inh	KCNK3 block	KCNK9 block	MrgX1 ag	RGS4 act	MrgX1 allo act	KCNQ1 block	ANO1 block	KCNQ1 pot	ANO1 activ
61	O=C1c2cccc(OCC(=O)N3CCCc4ccccc43)c2CCN1Cc1ccc(F)cc1	-10	i	i	i	i	i	i	i	i	i	i
62	N/C(=N\OC(=O)Cc1cccs1)c1ccc([N+](=O)[O-])cc1	-10	i	i	i	i	i	i	i	i	i	i
63	CCC1C(=O)NCCN1C(=O)c1ccc2nc(Cc3ccc(OC)cc3)oc2c1 (centres undefined)	-5	i	i	i	i	i	i	i	i	i	i
64	O=C(O)C1(P(=O)(c2ccccc2)c2ccccc2)CCC1	-4	i	i	i	i	i	i	i	i	i	i
65	Cc1ccc(Nc2nc3ccccc3n3cnnc23)c(Cl)c1	-7	i	i	i	i	i	i	i	i	i	i
66	CCN(CC)CCCn1c2c(c(SCC(=O)Nc3ccc(OC(F)(F)F)cc3)nc1=O)CCC2	-13	i	i	i	i	i	i	i	i	i	i
67	CCCNC(=O)c1ccc(S(=O)(=O)c2ccc(OC)cc2)c([N+](=O)[O-])c1	-15	i	i	i	i	i	i	i	i	i	.

An unsorted share of the library. About 6.3% of those tested had a hit in this group.
